# Tb PFK block: qHTS Assay to Find Inhibitors of T. brucei phosphofructokinase; AID 485367, 2010; Potency, µM (series often up to 57.5 µM), inactives show top-dose activity, negative = inhibition, hits mostly inhibitors; 330,000 tested, 0.17% active; T. brucei PFK, ADP-Glo luminescence; ATP-dependent 6-phosphofructokinase (Trypanosoma brucei brucei), O15648;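 further: potency means the concentration at half of the fitted maximal effect; 0% = uninhibited 1x PFK enzyme wells and -100% = no-enzyme wells; nearly all actives have a fitted effect of over 60% in size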
#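 In TEA buffer at pH 8.0 with 5 mM MgCl2, enzyme (1.25 nM) converted F6P (0.5 mM) and ATP (0.1 mM) for 45 min at room temperature. ADP product was read by luciferase luminescence.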
# NPC1 prom act: qHTS Assay for NPC1 Promoter Activators; 320,000 tested, 2.4% active; Huh7 NPC1 promoter luciferase reporter, 24 h; AID 485313, 2010; Potency, µM (titrated, usually from 9.22 µM), without a hit: top-dose activation, usual class: activators;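 further: potency means the concentration at half of the fitted maximal effect; % of control where 0% means no effect; nearly all actives have a fitted effect of over 60% in size; reporter is driven by a mutant NPC1 promoter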
#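 Compounds in DMSO were transferred onto Huh7 NPC1-luciferase reporter cells pre-incubated 2 h; after 24 h at 37 °C, Amplite reagent was dispensed and luminescence recorded 10 min later.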
# TRPV1 ag: HTS Assay for Compounds that Act as Agonists of the Vanilloid Receptor 1. Transient receptor potential cation channel subfamily V member 1 (Homo sapiens), Q8NER1. TRPV1-expressing cells, Fluo-8 calcium influx, agonist mode. activation, % at 8.33 µM. 320,000 tested, 0.19% active. AID 540275, 2011; in the data active means activation above about 80%; inconclusive means between about 30% and that limit; further: 0% is about no effect
# Target sequence (Q8NER1 whole entry, looked up): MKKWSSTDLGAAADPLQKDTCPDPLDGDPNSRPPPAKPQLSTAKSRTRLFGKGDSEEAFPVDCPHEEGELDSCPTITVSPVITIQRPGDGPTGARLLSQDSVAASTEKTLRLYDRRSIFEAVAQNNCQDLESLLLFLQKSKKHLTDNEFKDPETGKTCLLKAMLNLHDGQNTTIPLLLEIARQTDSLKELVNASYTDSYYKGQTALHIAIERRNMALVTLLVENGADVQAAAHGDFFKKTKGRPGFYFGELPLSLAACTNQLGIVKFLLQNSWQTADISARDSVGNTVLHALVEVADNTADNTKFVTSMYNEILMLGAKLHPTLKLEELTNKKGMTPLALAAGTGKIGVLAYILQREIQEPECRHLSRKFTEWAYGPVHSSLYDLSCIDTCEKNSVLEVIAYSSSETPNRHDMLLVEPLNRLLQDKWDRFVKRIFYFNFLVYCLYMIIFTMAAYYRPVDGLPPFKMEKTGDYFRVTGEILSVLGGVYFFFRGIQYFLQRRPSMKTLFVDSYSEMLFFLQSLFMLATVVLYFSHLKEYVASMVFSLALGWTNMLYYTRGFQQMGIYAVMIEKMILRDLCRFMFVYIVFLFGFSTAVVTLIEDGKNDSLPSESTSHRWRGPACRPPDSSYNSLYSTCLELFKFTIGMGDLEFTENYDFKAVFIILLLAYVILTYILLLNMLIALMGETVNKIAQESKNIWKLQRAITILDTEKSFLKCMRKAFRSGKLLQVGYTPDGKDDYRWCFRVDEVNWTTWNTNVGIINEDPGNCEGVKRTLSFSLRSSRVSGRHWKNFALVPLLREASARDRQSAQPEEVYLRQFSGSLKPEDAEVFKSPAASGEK
#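 Fluo-8 calcium influx in TRPV1-expressing cells, kinetic read (ex 480/em 520 nm). Compound added and read 3 min for agonist activity, followed by capsaicin at EC20 final and 2 min further read for enhancement.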
# Rab9 prom act: qHTS Assay for Rab9 Promoter Activators; Huh7 Rab9 promoter-luciferase reporter, luminescence, 24 h; AID 485297, 2010; 320,000 tested, 2.8% active; Potency, µM (doses to about 9.22 µM), without a hit: at the top dose activation, negative = inhibition, usual class: activators; further: potency means the concentration at half of the fitted maximal effect; % of control where 0% means no effect; nearly all actives have a fitted effect of over 60% in size
#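 Luminescence read-out: Huh7 cells stably expressing Rab9-luciferase, treated 24 h with compound at 37 °C, then lysed with luciferase reagent for 10 min at ambient before reading.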
# RORg inh: qHTS for inhibitors of ROR gamma transcriptional activity; Potency, µM (top dose mostly 53.6 µM), without a hit: at the highest dose activity change, negative = inhibition, actives largely listed as inhibitors; 310,000 tested, 5.4% active; Drosophila S2 Gal4-RORgamma UAS-luciferase reporter, 20 h; Nuclear receptor ROR-gamma (Mus musculus), P51450; further: potency means the concentration at half of the fitted maximal effect; on the % scale 0 is the no-effect control and ±100 the full control effect; nearly all actives have a fitted effect of over 60% in size
#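 Stable Schneider cell line, Gal4 DNA-binding domain fused to ROR gamma, UAS-luciferase. Cmpd 1 hr RT → CuSO4 700 uM final → 20 hr RT → luciferase reagent 10 min → luminescence.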
# ELG1 repair inh: qHTS screen for small molecules that inhibit ELG1-dependent DNA repair in human embryonic kidney (HEK293T) cells expressing luciferase-tagged ELG1. 330,000 tested, 2.3% active. HEK293T ELG1-luciferase reporter, luminescence, 16 h; DNA damage induced by 5-fluorouridine. Potency, µM (titrated, usually from 46.1 µM), for inactives: top-dose activity change, negative = inhibition, usual class: inhibitors. AID 504467, 2011; further: potency means the concentration at half of the fitted maximal effect; on the % scale 0 is the no-effect control and ±100 the full control effect; nearly all actives have a fitted effect of over 55% in size
#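 Overnight (16 hr) co-exposure of 2,000 cells/well to 5-fluorouridine and compound at 37 °C preceded detection. Luciferase was quantified via ONE-Glo luminescence; loss of signal denotes inhibition.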
# p53 reactivator: qHTS assay for re-activators of p53 using a Luc reporter | H1299 p53-A138V BP100-luciferase reporter, luminescence, 24 h | Potency, µM (highest dose often 92.2 µM), inactives show top-dose activity change, positive = activation, usual class: activators | 320,000 tested, 0.063% active | AID 504706, 2011; further: potency means the concentration at half of the fitted maximal effect; % of control where 0% means no effect; nearly all actives have a fitted effect of over 45% in size
#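 p53-null H1299 cells stably carrying temperature-sensitive p53-A138V and a BP100-luciferase reporter were pinned with compounds (4-point, 1:5 series) and held 24 hrs at 37 deg C. Luminescence was read 10 min after detection reagent.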
# Gal4-VP16 FLuc: VP16 counterscreen qHTS for inhibitors of ROR gamma transcriptional activity; AID 2546, 2010; Potency, µM (top dose mostly 53.6 µM), inactives show at the highest dose activity, negative = inhibition, most hits filed as inhibitors; Drosophila S2 Gal4-VP16 UAS-luciferase, luminescence, 20 h; 310,000 tested, 3.5% active;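 further: Gal4-VP16 expression switched on by copper sulfate through the metallothionein promoter; potency means the concentration at half of the fitted maximal effect; on the % scale 0 is the no-effect control and ±100 the full control effect; nearly all actives have a fitted effect of over 50% in size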
# FLuc counter: qHTS profiling assay for firefly luciferase inhibitor/activator using purifed enzyme and Km concentrations of substrates (counterscreen for miR-21 project); purified FLuc, Km substrates, luminescence inhibition; Luciferin 4-monooxygenase (Photinus pyralis), P08659; AID 588342, 2011; Potency, µM (doses to about 57.5 µM), for the others: at the highest dose activity change, negative = inhibition, actives largely listed as inhibitors; 360,000 tested, 6.9% active;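 further: potency means the concentration at half of the fitted maximal effect; plate controls were vehicle for no effect and reference inhibitor for full effect; nearly all actives have a fitted effect of over 55% in size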
#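 Purified P. pyralis luciferase, 10 nM final, with Km-level 10 uM D-luciferin and 10 uM ATP in 50 mM Tris acetate pH 7.5, 10 mM Mg acetate, 0.01% Tween-20, 0.05% BSA; 6-point qHTS titration about 60 µM downward; luminescence read.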
# BRCA1 expr act: qHTS Assay to Identify Small Molecule Activators of BRCA1 Expression; 380,000 tested, 1.1% active; MCF7-BRCA1-FFLuc reporter, luminescence, 48 h; response scale: scaled: vehicle 0%, 10 µM genistein 100%; AID 624202, 2012; Potency, µM (series often up to 46.1 µM), for inactives: at the highest dose activation, hits mostly activators; further: potency means the concentration at half of the fitted maximal effect; nearly all actives have a fitted effect of over 80% in size; some results filed as inactive show a strong effect at the top dose
#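 Activators of BRCA1 expression were detected as increased firefly luciferase luminescence in engineered MCF7 cells after 48 h compound incubation. Signals were scaled to genistein 10 microM as full activation.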
# ELG1 genotoxic: qHTS screen for small molecules that induce genotoxicity in human embryonic kidney (HEK293T) cells expressing luciferase-tagged ELG1 | HEK293T ELG1-luciferase reporter, luminescence, 16 h | Potency, µM (series often up to 46 µM), inactives show top-dose activity change, positive = activation, actives largely listed as activators | 330,000 tested, 1.3% active; further: potency means the concentration at half of the fitted maximal effect; % of control where 0% means no effect; nearly all actives have a fitted effect of over 60% in size
#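 16 hr compound incubation (37 °C, 5% CO2) of HEK293T cells carrying luciferase-tagged ELG1; luciferase then measured by ONE-Glo luminescence after 30 min at RT.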
# Numbers without * were called inactive; u = inconclusive; x = not tested or not shown; & = joins results of further samples; [ ] = dose if it differs, or a comment. Unless noted, the call rests on the fitted dose curve; in most records, active means well fitted curve in the direction sought with a large enough effect; inconclusive means small, poorly fitted or top-dose-only effect, or another doubt; inactive means no such curve, though single readings can be large; an effect the other way counts as inactive or inconclusive.
SMILES,Tb PFK block,NPC1 prom act,TRPV1 ag,Rab9 prom act,RORg inh,ELG1 repair inh,p53 reactivator,Gal4-VP16 FLuc,FLuc counter,BRCA1 expr act,ELG1 genotoxic
Nc1nonc1-n1nnc(C(=O)N/N=C/c2ccccc2F)c1CN1CCc2ccccc21,-3%,-5%,-1,0%,u,-7%,0%,-11%,2%,-13%,5%
CSc1nc2c(c(=O)[nH]1)C(c1ccncc1)C(C(=O)OC(C)C)=C(C)N2 (centres undefined),6%,-4%,0,4%,-30%,u,-4%,2%,2%,-19%,1%
O=C(CNS(=O)(=O)c1cccc(F)c1)OCC(=O)N1CCCC1=O,-3%,-1%,2,-3%,x,6%,-7%,x,13%,2%,1%
CCCC(C)C(=O)OCC(=O)NCc1ccc(OC)c(OC)c1 (centres undefined),2%,-1%,u,0%,-5%,17%,7%,0%,-1%,-9%,-1%
COCc1cc(=O)[nH]c2cc(NC(=O)c3cccc(OC)c3)c(C)cc12,0%,-3%,-2,0%[1.84 µM],5%,1%,0%,3%,4%,-19%,2%
Cc1ccc(OC(=O)c2cccc([N+](=O)[O-])c2)c(-n2nc3ccccc3n2)c1,0%,3.5µM*,-1,2.8µM*,u,u,u,u,u,u,u
CCN(CC)c1ccc(S(=O)(=O)N2CCOCC2)cc1NC(=O)CNCc1ccccc1,-13%,9%,x,8%,2%,-27%,-3%,3%,2%,-6%,-11%
CCCCNC(=O)C1CCCN(S(=O)(=O)CC)C1 (centres undefined),-4%,-3%,2,-7%,0%,-8%,0%,2%,-1%,4%,-12%
O=c1c2ccccc2[nH]c(=S)n1CCN1CCC(=C(c2ccc(F)cc2)c2ccc(F)cc2)CC1,-4%,-2%,26,-5%,11µM*,-5%,3%,u,7%,x,u
C[C@H](NC(=O)C1CC(=O)N(c2ccc3c(c2)OCCO3)C1)C(=O)NCc1ccco1 (some centres undefined),-4%,0%,3,2%,-2%,-5%,-3%,-5%,-2%,-14%,5%
CC(C)CN(C(=O)CCC(=O)OCC(=O)NCCc1ccccc1)c1c(N)n(CC(C)C)c(=O)[nH]c1=O,5%,3%,0,7%,-20%,7%,7%,-2%,-1%,20%,2%
O=c1[nH]nc(SCCS(=O)(=O)c2ccc(F)cc2)n1-c1ccccc1,4%,-5%,0,-5%,2%,1%,-11%,-11%,-2%,-16%,0%
COc1ccc(S(=O)(=O)N(C)CC(=O)NCc2ccc3c(c2)OCO3)cc1,0%,-4%,4,0%,-3%,0%,-1%,16%,-2%,6%,2%
Cc1ccc(-c2noc(CSc3nnc(-c4cccs4)n3C)n2)cc1,1%,6%,12,5%,34%,2%,3%,24%,-21%,1%,-7%
CCOc1ccc(CNC(=O)C2Cc3cc(S(=O)(=O)N4CCCCC4)ccc3N2C(C)=O)cc1 (centres undefined),8%,-2%,0,-3%,u,13%,8%,28%,7%,-1%,1%
CCOc1ccc(NC(=O)CN(C)C(=O)c2cc3c(s2)CCCCC3)cc1OCC,-1%,0%,8,1%,x,-8%,-3%,x,-13%,0%,-2%
O=C(CCCCCCN1C(=O)c2ccccc2C1=O)N1CCC(c2ccccc2)C1 (centres undefined),-2%,0%,3,-6%,54%,u,-11%,u,-14%,-16%,0%
CC(=O)Nc1ccc(NS(=O)(=O)c2ccc(Cl)c(C(=O)O)c2)cc1,-1%,1%,3,2%,0%,6%,1%,-3%,1%,-1%,-4%
CC12CC3(C)CC(C)(C1)CC(C(=O)NC(=S)N1CCOCC1)(C2)C3,-3%,-3%,22,-7%,0.89µM*,-9%,-8%,u,6%,1%,-1%
CCOc1ccccc1N1CCN(C/C=C/c2ccc(N(C)C)cc2)CC1,3%,-3%,-2,0%,-9%,-15%,-1%,-1%,-1%,-16%,-1%
CCCn1c(CCc2ccccc2)nnc1SCC(=O)N1CCOCC1,0%,-3%,1,1%,2%[0.365 µM],7%,11%,x,-1%,9%,-5%
CCOC(=O)c1sc2nc3c(cc2c1N)COC(C)(CC)C3 (centres undefined),1%,0.79µM*,19,0.79µM*,-18%,u,26%,-25%,1.3µM*,u,u
Cn1ccnc1SCC(=O)NC1CCCC1,-3%,0%,-4,5%,-36%,21%,3%,9%,0%,-26%,-2%
Cc1nnc(SCCn2c(Br)nc3c2c(=O)[nH]c(=O)n3C)s1,4%,1%,1,2%,-2%,0%,-21%,-4%,6%,-16%,-5%
Cc1cc(S(=O)(=O)N(Cc2ccc(C(C)C)cc2)CC2CCCO2)ccc1-n1cnnn1 (centres undefined),1%,-5%,u,-10%,2%,16µM*,0%,-3%,4%,-52%,-21%

# (cont.)
SMILES,Tb PFK block,NPC1 prom act,TRPV1 ag,Rab9 prom act,RORg inh,ELG1 repair inh,p53 reactivator,Gal4-VP16 FLuc,FLuc counter,BRCA1 expr act,ELG1 genotoxic
COc1cccc2c1Oc1cc([N+](=O)[O-])cc(N(C)C(C)=O)c1C=C2,0%,-2%,2,-1%,-15%,u,2%,7%,2%,-52%,16%
COc1cccc(NC(=O)CN(C)C(=O)c2cc(-c3ccc(C)o3)nc3ccccc23)c1,-4%,5%,9,0%,x,6.5µM*,-11%,x,11µM*,5%,-5%
Cc1c(C(=O)O)sc(=S)n1-c1ccc(Cl)cc1,-1%,1%,0,2%,41%,5%,0%,-2%,1%,-5%,-7%
CC(=O)OC1CC(C)N(C(=O)c2ccccc2)c2ccc(C)cc21 (centres undefined),3%,4%,4,1%,18%,0%,4%,3%,-1%,-4%,21µM*
CCCc1ccc(-c2cc(C(=O)Nc3ccc([N+](=O)[O-])cn3)c3ccccc3n2)cc1,1%,21%,4,24%,u,72%,x,-2%,u,63%,14%
COc1ccc(C(=O)Nc2cc3c(cc2N2CCCCC2)n(C)c(=O)n3C)cc1OC,-2%,0%,30,-1%,3.5µM*,-7%,-13%,8%,-1%,-67%,u
NS(=O)(=O)c1ccc(NC(=O)COC(=O)COc2cccc(C(F)(F)F)c2)cc1,0%,-7%,-2,-4%,16%,0%,-1%,-13%,13µM*,39%,0%
CN1CCC(NC(=O)c2cccs2)CC1,1%,0%,2,2%,2%,24%,0%,4%,1%,6%,-9%
CC(NC(=O)COC(=O)Cc1ccsc1)C1CC2CCC1C2 (centres undefined),-6%,1%,u,2%,-36%,10%,-2%,4%,0%,4%,4%
Cc1cccc(N=C2SC(C)CN2C(=O)CN2C(=O)NC3(CCCC3)C2=O)c1 (centres undefined),u,-2%,15,1%,x,0%,4%,x,5%,-5%,0%
CCNc1nc(-c2ccc(Cl)cc2)cs1,8%,3.5µM*,15,2.2µM*,u,u,u,u,3.4µM*,2.8µM*,u
CC(OC(=O)c1nsc(Cl)c1Cl)C(=O)NCc1ccco1 (centres undefined),3%,-2%,-2,5%,-19%,13%,10%,-2%,5%,-6%,0%
Cc1ccc(N2C(=O)C3N=NN(CC(=O)N4N=C(c5ccccc5)CC4c4ccccc4)C3C2=O)cc1 (centres undefined),6%,1%,-18,4%,9%,20%,2%,-5%,-10%,4%,0%
Cc1ccc(Cn2cc(S(=O)(=O)c3ccc(C(C)C)cc3)c(=O)c3cc4c(cc32)OCO4)cc1,-1%,-2%,0,2%,u,20%,-4%,-13%,3%,5%,1%
CCn1cc(C(=O)N2CCN(c3ccc(OC)cc3)CC2)c(=O)c2cc(S(=O)(=O)N3CCOCC3)ccc21,2%,-2%,-1,0%,-19%,27%,-8%,-1%,1%&-1%,-20%&-5%,1%

# An excerpt of these results, bar-delimited.
molecule | Tb PFK block | NPC1 prom act | TRPV1 ag | Rab9 prom act | RORg inh | ELG1 repair inh | p53 reactivator | Gal4-VP16 FLuc | FLuc counter | BRCA1 expr act | ELG1 genotoxic
COc1cccc(NC(=O)CN(C)C(=O)c2cc(-c3ccc(C)o3)nc3ccccc23)c1 | -4% | 5% | 9 | 0% | x | 6.5µM* | -11% | x | 11µM* | 5% | -5%
Cc1cccc(N=C2SC(C)CN2C(=O)CN2C(=O)NC3(CCCC3)C2=O)c1 (centres undefined) | u | -2% | 15 | 1% | x | 0% | 4% | x | 5% | -5% | 0%
CC(=O)OC1CC(C)N(C(=O)c2ccccc2)c2ccc(C)cc21 (centres undefined) | 3% | 4% | 4 | 1% | 18% | 0% | 4% | 3% | -1% | -4% | 21µM*
